TRPV1 agonist – HTS Assay for Compounds that Act as Agonists of the Vanilloid Receptor 1; activation, % at 8.33 µM; 320,000 tested, 0.19% active; Transient receptor potential cation channel subfamily V member 1 (Homo sapiens), Q8NER1; TRPV1-expressing cells, Fluo-8 calcium influx, agonist mode; in the data active = activation above about 80%; inconclusive = between about 30% and that limit; also: 0% is about no effect
Target sequence (Q8NER1 whole entry, looked up): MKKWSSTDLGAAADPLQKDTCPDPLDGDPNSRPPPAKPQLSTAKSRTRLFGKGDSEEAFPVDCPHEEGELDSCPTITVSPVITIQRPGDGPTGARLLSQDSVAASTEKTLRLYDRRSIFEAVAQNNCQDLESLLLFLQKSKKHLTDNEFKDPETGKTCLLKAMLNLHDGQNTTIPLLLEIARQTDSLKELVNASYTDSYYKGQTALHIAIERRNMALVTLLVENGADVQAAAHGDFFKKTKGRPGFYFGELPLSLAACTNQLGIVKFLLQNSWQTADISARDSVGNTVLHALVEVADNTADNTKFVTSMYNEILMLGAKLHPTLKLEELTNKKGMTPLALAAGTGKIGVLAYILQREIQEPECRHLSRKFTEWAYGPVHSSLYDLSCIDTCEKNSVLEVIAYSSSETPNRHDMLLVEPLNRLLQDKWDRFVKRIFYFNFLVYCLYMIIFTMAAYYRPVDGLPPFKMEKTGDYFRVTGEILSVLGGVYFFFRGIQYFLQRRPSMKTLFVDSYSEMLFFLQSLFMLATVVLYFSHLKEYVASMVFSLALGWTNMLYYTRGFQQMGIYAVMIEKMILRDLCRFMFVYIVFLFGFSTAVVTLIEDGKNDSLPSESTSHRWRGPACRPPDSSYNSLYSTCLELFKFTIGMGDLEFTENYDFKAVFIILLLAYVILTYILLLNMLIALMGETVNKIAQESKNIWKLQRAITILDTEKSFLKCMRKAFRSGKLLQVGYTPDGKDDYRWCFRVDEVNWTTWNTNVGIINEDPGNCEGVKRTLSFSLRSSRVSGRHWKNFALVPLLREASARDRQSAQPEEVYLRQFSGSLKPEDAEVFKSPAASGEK
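Fluo-8 calcium influx in TRPV1-expressing cells, kinetic read (ex 480/em 520 nm). Compound added and read 3 min for agonist activity, followed by capsaicin at EC20 final and 2 min further read for enhancement.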
A-T KAP1 phos – qHTS Assay for Identifying a Potential Treatment of Ataxia-Telangiectasia. AID 485349, 2010. Potency, µM (top dose mostly 57.5 µM), for the others: at the highest dose activation, usual class: activators. […] A-T fibroblasts, KAP-1 phosphorylation AlphaLISA; neocarzinostatin DNA damage 30 min before lysis. 320,000 tested, 0.19% active; also: potency is read from the fitted curve at half-maximal effect; % of control where 0% means no effect; nearly all actives have a fitted effect of over 45% in size
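ATM-like activity read as KAP-1 phosphorylation via AlphaLISA donor/acceptor antibody pairs after lysis and 6 hr at 25C. Cells were ATM-null patient fibroblasts ([…], hTERT), dosed 60 min, then exposed to the DSB inducer NCS for 30 min.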
BRCA1 expr up – qHTS Assay to Identify Small Molecule Activators of BRCA1 Expression | MCF7-BRCA1-FFLuc reporter, luminescence, 48 h; response scale: scaled: vehicle 0%, 10 µM genistein 100% | 380,000 tested, 1.1% active | Potency, µM (titrated, usually from 46.1 µM), for the others: at the highest dose activation, most hits filed as activators; also: potency is read from the fitted curve at half-maximal effect; nearly all actives have a fitted effect of over 80% in size; some results filed as inactive show a strong effect at the top dose
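Luminescence from a BRCA1-driven firefly luciferase in MCF7 cells was read after 48 h compound exposure at 37 C. Data normalized against DMSO and a 10microM genistein activation control, then curve-fitted across the titration.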
B2AR arrestin – qHTS assay of beta-arrestin-biased ligands of beta2-adrenergic receptor; Beta-2 adrenergic receptor (Homo sapiens), P07550; beta-arrestin recruitment to beta2AR, cell-based reporter; Potency, µM (doses to about 46.1 µM), for inactives: top-dose activation, hits mostly activators; 330,000 tested, 0.02% active; AID 492947, 2010;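 also: potency is read from the fitted curve at half-maximal effect; 0% = DMSO controls and full agonism = EC100 isoproterenol or metaproterenol; nearly all actives have a fitted effect of over 65% in size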
ELG1 repair inh – qHTS screen for small molecules that inhibit ELG1-dependent DNA repair in human embryonic kidney (HEK293T) cells expressing luciferase-tagged ELG1 | Potency, µM (titrated, usually from 46.1 µM), for the others: top-dose activity change, negative = inhibition, actives largely listed as inhibitors | HEK293T ELG1-luciferase reporter, luminescence, 16 h; DNA damage induced by 5-fluorouridine | AID 504467, 2011 | 330,000 tested, 2.3% active; also: potency is read from the fitted curve at half-maximal effect; % is scaled to controls: 0 for no effect and ±100 for the full control effect; nearly all actives have a fitted effect of over 55% in size
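In this reporter screen, reduction of luminescence relative to DMSO vehicle indicated activity. Compounds and 5-fluorouridine were added together to 2,000 cells per well, incubated for 16 hr at 37 °C, then developed with ONE-Glo.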
a7 integrin act – qHTS for Activators of Integrin-Mediated Alleviation for Muscular Dystrophy; AID 624291, 2012; Potency, µM (titrated, usually from 38.3 µM), without a hit: top-dose activation, usual class: activators; 350,000 tested, 0.064% active; alpha7betagal myoblasts, beta-gal FDG fluorescence, 48 h;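 also: potency is read from the fitted curve at half-maximal effect; 100% = response of the positive control SU9516; nearly all actives have a fitted effect of over 60% in size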
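Alpha7betagal+/- myoblasts (passage 13) were plated 16-24 hr, then exposed to compounds (1:260 dilution of DMSO stock) for 48 hours at 37C. After MPER lysis, β-galactosidase reporter activity was read as FDG fluorescence (ex 480/em 540) after 30 minutes.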
p53 reactivator – qHTS assay for re-activators of p53 using a Luc reporter; AID 504706, 2011; 320,000 tested, 0.063% active; Potency, µM (titrated, usually from 92.2 µM), inactives show at the highest dose activity change, positive = activation, actives largely listed as activators; H1299 p53-A138V BP100-luciferase reporter, luminescence, 24 h; also: potency is read from the fitted curve at half-maximal effect; % of control where 0% means no effect; nearly all actives have a fitted effect of over 45% in size
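p53-null H1299 cells stably carrying temperature-sensitive p53-A138V and a BP100-luciferase reporter were pinned with compounds (4-point, 1:5 series) and held 24 hrs at 37 deg C. Luminescence was read 10 min after detection reagent.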
CXXC DNA block – qHTS Fluorescence Polarization Assay for Inhibitors of MLL CXXC domain - DNA interaction. AID 2662, 2010. MLL-CXXC / FITC-HOXA9 DNA fluorescence polarization. 290,000 tested, 0.037% active. Potency, µM (doses to about 115 µM), for inactives: top-dose activity change, negative = inhibition, hits mostly inhibitors; active = well fitted inhibition curve with a large enough effect in the polarisation, with a control signal flat, not every such curve was filed as active; inconclusive = small, poorly fitted or top-dose-only effect, or effect the other way, or a change in a side signal; inactive = no such curve, though single readings can be large or run the other way; the % refers to the polarisation; also: potency is read from the fitted curve at half-maximal effect
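Steps: dispense CXXC domain solution (7 uM) → pin compounds or unlabeled HOX-A9 DNA control → 5 min ambient → add FLSN-HOX-A9 solution (50 nM) → spin → 30 min ambient → fluorescence polarization. Tris pH 7.5/NaCl/DTT/BSA buffer.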
TCR activator – Activators of T cell receptors: qHTS campaign; primary human leukocytes, anti-CD3, IL-2 HTRF, 48 h; Potency, µM (series often up to 9.22 µM), inactives show at the top dose activation of IL-2 secretion, hits mostly activators; 330,000 tested, under 10 active; AID 504894, 2011; also: % of control where 0% means no effect
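IL-2 produced over 48 hr by a-CD3 bead-stimulated primary human leukocytes exposed to compounds was detected with a homogeneous time-resolved FRET immunoassay, 665nm acceptor signal after 320nm excitation.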
TSG101-PTAP inh – qHTS Assay for Iinhibitors of HIV-1 Budding by Blocking the Interaction of PTAP/TSG101; 340,000 tested, under 10 active; Fluorescence polarization, FITC-PTAP peptide / Tsg101 binding; Potency, µM (titrated, usually from 115 µM), inactives show top-dose activity change, negative = inhibition, hits mostly inhibitors; active = well fitted inhibition curve with a large enough effect in the main read-out, with a control signal flat, not every such curve was filed as active; inconclusive = small, poorly fitted or top-dose-only effect, or effect the other way, or a change in a side signal; inactive = no such curve, though single readings can be large or run the other way; also: potency is read from the fitted curve at half-maximal effect; % of control where 0% means no effect
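Fluorescence anisotropy tracks displacement of a FITC-tagged PTAP peptide (50 nM) from the Tsg101 binding domain (10 uM), following a 20 min room-temperature incubation at pH 7.5.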
* marks the source's active call; other numbers are inactive results; ? = inconclusive; nt = not tested or not shown; & = joins results of further samples; [ ] = another dose, or the depositor's remark. Unless noted, calls follow the shape of the dose curve; as a rule, active = well fitted curve in the direction sought with a large enough effect; inconclusive = small, poorly fitted or top-dose-only effect, or another doubt; inactive = no such curve, though single readings can be large; an effect the other way counts as inactive or inconclusive. Not a hit list; 3.8% or so of the library scored in one or more.

SMILES | TRPV1 agonist | A-T KAP1 phos | BRCA1 expr up | B2AR arrestin | ELG1 repair inh | a7 integrin act | p53 reactivator | CXXC DNA block | TCR activator | TSG101-PTAP inh
CCCOc1ccc(C(CC(=O)O)NC(=O)C23CC4CC(CC(C4)C2)C3)cc1 (centres undefined) | -2 | -9% | 0% | -0.4% | -2% | 15% | -8% | -16% | 5% | -11%
Cc1ccc(S(=O)(=O)Nc2c(O)ccc3ccccc23)cc1 | nt | nt | -30% | nt | nt | -30% | nt | nt | -20% | 0%
Cc1ccc(F)cc1NC(=S)NCCc1ccccc1 | 26 | 10% | -1% | -0.6% | -8% | 15% | -1% | 4% | -9%[46.1 µM] | -6%
N#CC12COC3(CCCCC3C1(C#N)C#N)OC2=N (centres undefined) | 0 | -7% | 21% | 0.0% | 0% | 29% | -1% | 0% | 7% | 0%
O=C(CN1C(=O)COc2ccc(Cl)cc21)Nc1nccs1 | 1 | -3% | -21% | 0.0% | 10% | 19% | 5% | nt | -1% | -2%
COc1ccc(OC)c(NC(=O)CSc2nc(O)cc(=O)n2CC(C)C)c1 | nt | -11% | 5% | 0.1% | 7% | 22% | 7% | nt | 1%[46.1 µM] | 1%
COCCCN1C(=O)c2ccc(C(=O)O)cc2C1=O | 0 | 0% | 1% | -0.3% | 7% | -6%[7.66 µM] | -2% | 3% | -3% | 2%
COc1ccc(CN=Cc2c(C(F)(F)F)[nH][nH]c2=O)cc1 | 3 | 2% | -25% | -0.6% | 0% | -21% | 0% | 4% | -4% | -5%
O=C(C(=O)N1CCN(C(=O)c2ccco2)CC1)c1c[nH]c2ccccc12 | 3 | 2% | 8% | 0.3% | -12% | -10% | -3% | 14% | 5% | -2%
CCc1ccccc1NC(=O)CC1S/C(=N\c2nccs2)N(CC)C1=O (centres undefined) | 7 | 10% | -22% | 7.2% | -10% | 17% | -3% | 10% | 4% | -4%
COc1ccc(-c2cc(C(=O)N3CCCCC3)no2)cc1OC | 16 | 6% | ? | 0.3% | ? | -2% | ? | 1% | 5% | -5%
Cc1ccc(OCC(=O)NCCNC(=O)c2ccncc2)cc1C | -3 | 4% | -5% | -0.4% | ? | 12% | 1% | 1% | 1% | -6%
Cc1ccc(OCc2nnc(SCC(=O)Nc3cccc4ccccc34)n2-c2ccccc2)cc1 | 0 | 0% | -52% | 0.5% | ? | 25% | -5% | -8% | 0%[46.1 µM] | -4%
O=C(COC(=O)CCSc1ccccc1Cl)Nc1ccc(F)cc1F | 14 | 4% | 1% | -0.5% | 4% | 27% | -7% | 2% | 2% | -3%
Cc1cc(C)c(S(=O)(=O)N2CCN(C(=O)N(C)C)CC2)c(C)c1 | 2 | 2% | -11% | 0.2% | -4% | -11% | 1% | -3% | 12% | -9%
O=C1CC(NS(=O)(=O)c2ccccc2F)CN1c1ccc2c(c1)OCCO2 (centres undefined) | -2 | 1% | 14% | 0.2% | 23% | -6% | 3% | nt | -2% | -1%
CC(=O)c1cccc(CN(C)CC2CCCN(CCc3ccccc3C)C2)c1 (centres undefined) | -4 | -1% | -12% | 2.8% | -9% | ? | nt | 6% | -7% | -8%
CSc1ncccc1C(=O)NC1CCCCCC1 | 1 | -2% | 8% | -0.8% | 16% | 0% | 4% | -2% | 5% | -2%
O=C(CN1CCN(c2ccccc2)CC1)c1c[nH]c2ccccc12 | 2 | -13% | 6% | 2.5% | -2% | -28% | 0% | -6% | -3% | 0%
COc1ccc2[nH]cc(CCN3C(=O)c4ccc(C(=O)O)cc4C3=O)c2c1 | 2 | 6% | 10µM* | -0.1% | ? | -12% | ? | 20% | -7% | -2%
O=C(NC1CCCC1)c1c(O)nc2sccn2c1=O | -2 | 0% | -68% | -0.1% | ? | 14% | 7% | nt | -3% | -4%
COc1ccc(CN2CCCC(CNC(=O)c3ccc(F)cc3)C2)c(F)c1 (centres undefined) | 16 | -1% | -2% | 0.2% | 8% | -28% | -1% | -1% | -2% | 0%
Cc1nnc(SCC(=O)NCc2ccc(F)cc2)[nH]c1=O | -2 | -5% | 11% | 0.2% | ? | -16% | 2% | -1% | -8% | -6%
CC(C)OCCCn1c(=O)c2ccccc2n2c(CCC(=O)N3CCN(c4ccccn4)CC3)nnc12 | 2 | -3% | 9% | 0.1% | ? | -11% | 9% | -14% | -1% | -6%
Cc1cccc(NS(=O)(=O)c2ccc(C)c(C(=O)NCC(c3cccs3)N(C)C)c2)c1 (centres undefined) | 2 | 6% | -16% | -1.1% | 7% | 9% | 16% | nt | 6% | -3%
Next compounds:
SMILES | TRPV1 agonist | A-T KAP1 phos | BRCA1 expr up | B2AR arrestin | ELG1 repair inh | a7 integrin act | p53 reactivator | CXXC DNA block | TCR activator | TSG101-PTAP inh
COc1ccc(NC(=O)CCNS(=O)(=O)c2cc(Br)cnc2N)c(OC)c1 | 3 | 1% | 0% | -0.4% | 21% | -23% | 7% | 0% | -1% | -3%
COc1ccc(-c2c3c(=O)n(C)c(=O)n(C)c3cn2-c2ccc(O)cc2)cc1 | 5 | 32µM* | -24% | -0.6% | ? | -11% | -3% | -2% | 7% | -12%
O=C1CC(c2nc3ccccc3[nH]2)CN1c1ccccc1 (centres undefined) | 11 | -1% | 7% | 0.2% | 2% | ? | -5% | -6% | -5% | -2%
CCN(CC)CCN(C)C(=O)c1ccc(OC2CCN(C(=O)C3CC3)CC2)cc1 | -3 | 6% | 0% | -0.3% | -4% | ? | -2% | 8% | 0% | -1%
O=C(O)CCc1ccc(-c2cccs2)n1NC(=O)c1cccs1 | 1 | 0% | -26% | -0.2% | 7% | -16% | -2% | -3% | -9% | -1%
Cc1cc(-c2ccccc2)n(-c2ccc(C(=O)NC(C)C)cc2)n1 | nt | 4% | -17% | -0.8% | 8% | -2% | -1% | -2% | 2% | -1%
CC(=O)Nc1ccc(-c2nc3cc(Cl)ccc3o2)cc1 | 1 | 2% | 204% | 0.3% | ? | -4% | nt | 0% | 1% | -1%
c1ccc2c(C[n+]3csc4ccccc43)cccc2c1 | -1 | -5% | -107%[inhibitor] | -0.3% | 23% | ? | 12% | -23% | -4% | -2%
COc1cccc(CNCc2cccnc2)c1OCc1ccccc1 | 3 | 0%[11.5 µM] | -15% | 0.1% | 2% | 4% | -1% | 0% | 12% | 0%
COC(=O)c1c(NC(=O)CCCC(=O)O)sc2c1CCC2 | -2 | 0% | -14% | -0.1% | 1% | 1% | -4% | 2% | nt | nt
CCOC(=O)CNC(=O)Cn1c(C)cc2ccccc2c1=O | 1 | 3% | -3% | -0.7% | 3% | -10% | -2% | -6% | -4% | -1%
CCC1Oc2ccccc2N(CC(=O)NCCCN2CCCC2)C1=O (centres undefined) | 5 | -3% | -2% | 0.3% | ? | 17% | -2% | 10% | 2% | -6%
Cc1cc(C)cc(-c2nnc(SCC(=O)N3CCN(C(=O)c4ccco4)CC3)o2)c1 | 0 | -9% | -32% | -0.4% | ? | -2% | 12% | 1% | 0% | -13%
CCc1ccc(CN2CC(C(=O)O)CC2=O)cc1 (centres undefined) | 0 | -2% | 8% | -0.3% | 17% | 3% | -3% | 18% | 8% | -5%
CCN1CCN(S(=O)(=O)c2ccc(OC)c(NC(=O)c3ccccc3F)c2)CC1 | 24 | -3% | -25% | 0.5% | -3% | 0% | 1% | nt | -6% | 0%
CCCCN(C)CCNC(=O)c1nn(-c2ccc(OC)cc2)c(=O)c2c1c1ccccc1n2C | 8 | 1% | -49% | -0.9% | 1% | 0% | 6% | -14% | -3% | -9%
O=S1(=O)N=C(N(CCO)/N=C/c2ccncc2)c2ccccc21 | -7 | 5% | -9% | 0.1% | 5% | ? | -2% | 6% | -1% | 3%
CCN(CC)CCCNC(=O)CCC(=O)NNc1nc2ccccc2c2nc(C)nn12 | -6 | -2% | -18%&4% | ? | 21% | 5% | 3% | 5% | -2% | -1%

As a short view, 3 of the compounds above:
SMILES | TRPV1 agonist | A-T KAP1 phos | BRCA1 expr up | B2AR arrestin | ELG1 repair inh | a7 integrin act | p53 reactivator | CXXC DNA block | TCR activator | TSG101-PTAP inh
CCCOc1ccc(C(CC(=O)O)NC(=O)C23CC4CC(CC(C4)C2)C3)cc1 (centres undefined) | -2 | -9% | 0% | -0.4% | -2% | 15% | -8% | -16% | 5% | -11%
Cc1ccc(S(=O)(=O)Nc2c(O)ccc3ccccc23)cc1 | nt | nt | -30% | nt | nt | -30% | nt | nt | -20% | 0%
Cc1ccc(F)cc1NC(=S)NCCc1ccccc1 | 26 | 10% | -1% | -0.6% | -8% | 15% | -1% | 4% | -9%[46.1 µM] | -6%
